PTAP-TSG101 blk: qHTS Validation Assay for Inhibitors of HIV-1 Budding by Blocking the Interaction of PTAP/TSG101: Sytravon Library Screen. Potency, µM (top dose mostly 115 µM), for inactives: at the top dose activity change, negative = inhibition, actives largely listed as inhibitors. 44,000 tested, under 10 active. Fluorescence polarization, FITC-PTAP peptide/Tsg101, 20 min; further: potency means the concentration at half of the fitted maximal effect; 0% is about no effect
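The Tsg101 binding domain, at 10 uM final, is mixed with compound and a FITC peptide bearing the PTAP motif (50 nM final). After 20 min at r.t., polarization is measured; actives defined by CRC class, efficacy cut-off 60% inhibition.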
FH mod: Identification of activators of human fumarate hydratase by quantitative high-throughput screening; 54,000 compounds, 0.22% hits; FH coupled MDH/diaphorase resazurin fluorescence, 15 min; Potency, µM (highest dose often 79.9 µM), inactives show at the top dose activity change, negative = inhibition, hits mostly inhibitors; AID 1347055, 2019; Fumarate hydratase, mitochondrial (Homo sapiens), P07954; further: potency means the concentration at half of the fitted maximal effect; on the % scale 0 is the no-effect control and ±100 the full control effect; the screen sought activators but most active calls are inhibition curves; nearly all actives have a fitted effect of over 45% in size
B2AR arrestin ag: qHTS assay of beta-arrestin-biased ligands of beta2-adrenergic receptor: NCGC Sytravon Library Screen; Potency, µM (highest dose often 46.1 µM), for inactives: at the highest dose activation, actives largely listed as activators; 44,000 tested, under 10 active; HTLA Tango cells, beta-arrestin recruitment, luciferase luminescence, 18 h; Beta-2 adrenergic receptor (Homo sapiens), P07550;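 further: potency means the concentration at half of the fitted maximal effect; 0% = DMSO and full agonism = EC100 isoproterenol or metaproterenol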
Target sequence (P07550 whole entry, looked up): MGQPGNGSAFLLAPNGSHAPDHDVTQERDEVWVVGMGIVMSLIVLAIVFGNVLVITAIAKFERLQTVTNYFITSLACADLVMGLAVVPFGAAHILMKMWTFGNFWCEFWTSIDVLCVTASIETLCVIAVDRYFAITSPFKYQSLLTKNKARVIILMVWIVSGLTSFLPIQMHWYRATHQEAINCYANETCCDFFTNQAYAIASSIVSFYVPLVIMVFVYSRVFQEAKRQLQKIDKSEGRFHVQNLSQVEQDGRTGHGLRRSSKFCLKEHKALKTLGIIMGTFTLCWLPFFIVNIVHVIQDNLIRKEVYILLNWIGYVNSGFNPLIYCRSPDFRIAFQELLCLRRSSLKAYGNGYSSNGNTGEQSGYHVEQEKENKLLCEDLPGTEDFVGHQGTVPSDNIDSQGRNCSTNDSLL
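First, Tango cells carrying beta2-AR and beta-arrestin fusions received compound up to 46 microM. After 18 hr at 37 degrees C, luciferase substrate was added for 15 minutes, then luminescence gave %Activity for curve fitting.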
NTMT1 inh: Primary qHTS for Inhibitors of N-terminal methyltransferase 1 (NTMT1): MTaseGlo Assay | Potency, µM (highest dose often 114 µM), without a hit: at the highest dose activity change, negative = inhibition, usual class: inhibitors | NTMT1 MTase-Glo SAH luminescence, purified enzyme | AID 1645870, 2021 | 59,000 compounds, 2.5% hits | N-terminal Xaa-Pro-Lys N-methyltransferase 1 (Homo sapiens), Q9BV86;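 further: potency means the concentration at half of the fitted maximal effect; plate controls were DMSO vehicle for no effect and no enzyme for full effect; nearly all actives have a fitted effect of over 65% in size; many of its hits are not listed in these tables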
Target sequence (Q9BV86 whole entry, looked up): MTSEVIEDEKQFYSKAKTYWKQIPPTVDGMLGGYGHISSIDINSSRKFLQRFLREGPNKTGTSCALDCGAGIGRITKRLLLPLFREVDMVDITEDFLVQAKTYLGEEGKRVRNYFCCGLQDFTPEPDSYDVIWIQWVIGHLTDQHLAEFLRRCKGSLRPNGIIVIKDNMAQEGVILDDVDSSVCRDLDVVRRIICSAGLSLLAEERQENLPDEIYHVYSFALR
p53null 39C kill: qHTS Screen for Compounds that Selectively Target Cancer Cells with p53 Mutations: Cytotoxicity of p53 Null Cells at the Nonpermissive Temperature; Potency, µM (titrated, usually from 46.1 µM), for the others: at the highest dose activity, negative = cell killing, most hits filed as cytotoxic; H1299 p53-null (neo) cells, 39C, ATPlite viability, 24 h; 55,000 compounds, 0.97% hits;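 further: potency means the concentration at half of the fitted maximal effect; 0% = DMSO only and -100% = full killing by 100 µM tamoxifen; nearly all actives have a fitted effect of over 50% in size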
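ATP-luminescence viability readout (ATPlite, 20 min RT) after 24 hr compound treatment at 39C of H1299-neo or H1299-p53A138V cells; titration up to 46 uM; normalized to DMSO and 100 uM tamoxifen; Hill-fit AC50.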
p53null 32C kill: qHTS Screen for Compounds that Selectively Target Cancer Cells with p53 Mutations: Cytotoxicity of p53 Null Cells at the Permissive Temperature. H1299-neo p53 null cells, ATP luminescence, 24 h, 32C. Potency, µM (series often up to 46.1 µM), for inactives: top-dose activity change, negative = cytotoxicity, hits mostly cytotoxic. 55,000 compounds, 0.62% hits. AID 903, 2007;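 further: potency means the concentration at half of the fitted maximal effect; 0% = DMSO only and -100% = full killing by 100 µM tamoxifen; nearly all actives have a fitted effect of over 55% in size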
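We seeded p53-null H1299-neo cells, incubated them overnight at 37C, and added compounds across a range up to 46 uM. After 24 hours at 32C, ATP reagent was applied for 20 min at room temperature and luminescence recorded.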
GALK inh: qHTS Assay for Inhibitors of Human Galactokinase (GALK): NCGC Sytravon Library Screen; P51570; recombinant GALK, Kinase-Glo ATP luminescence, 1 h; Potency, µM (top dose mostly 57.5 µM), inactives show top-dose activity, negative = inhibition, actives largely listed as inhibitors; 44,000 tested, under 10 active; AID 1347072, 2019;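 further: plate controls were full GALK reaction for no effect and reaction lacking GALK for full effect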
Target sequence (P51570 whole entry, looked up): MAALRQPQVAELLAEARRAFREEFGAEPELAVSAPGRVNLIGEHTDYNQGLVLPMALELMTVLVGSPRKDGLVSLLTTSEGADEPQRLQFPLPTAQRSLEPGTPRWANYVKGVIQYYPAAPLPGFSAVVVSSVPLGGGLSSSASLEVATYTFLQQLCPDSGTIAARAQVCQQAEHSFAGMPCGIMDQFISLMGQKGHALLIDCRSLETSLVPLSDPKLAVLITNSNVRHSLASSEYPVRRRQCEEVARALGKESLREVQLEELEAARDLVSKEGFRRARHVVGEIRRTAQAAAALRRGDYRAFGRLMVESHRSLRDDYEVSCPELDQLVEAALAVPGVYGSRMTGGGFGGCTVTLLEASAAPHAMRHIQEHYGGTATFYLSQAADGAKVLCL
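Luminescent ATP-depletion readout (Kinase-Glo Plus) after 1 h room-temperature incubation of human GALK (5 nM) with galactose 100 µM and ATP 35 µM, pH 8.0 HEPES/Mg2+ buffer; compounds tested in qHTS format.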
* hit, by the source's call; u = inconclusive; x = not tested or not shown; [ ] = remark or other dose. The call rests on the fitted dose curve; in most records, active means well fitted curve in the direction sought with a large enough effect; inconclusive means small, poorly fitted or top-dose-only effect, or another doubt; inactive means no such curve, though single readings can be large; an effect the other way counts as inactive or inconclusive.

SMILES	PTAP-TSG101 blk	FH mod	B2AR arrestin ag	NTMT1 inh	p53null 39C kill	p53null 32C kill	GALK inh
COc1ccc(Cc2nc3c4cnn(-c5cccc(F)c5)c4ncn3n2)cc1	-1%	0%	-1%	17%	-2%	6%	0%
CCOC(=O)c1c(C)[nH]c(CCC(=O)NCc2cc(OC)c(OC)c(OC)c2)c1C	-5%	1%	0%	7%	-3%	-3%	2%
Cc1ccc(NC(=O)c2ccc3[nH]c(C)cc(=O)c3c2)cc1	2%	8%	-2%	5%	37%[activator]	-2%	1%
Clc1ccc(CN2CCc3nc(N4CCN(c5ccccn5)CC4)ncc3C2)cc1	0%	1%	1%	6%	-14%	-7%	2%
N#Cc1c(-n2ncnc2-c2ccc(F)cc2)sc2c1CCCCC2	-1%	-15%	-1%	-14%	u	10µM*	-1%
COc1ccc(Cl)cc1NC(=O)Cn1c(=O)n(Cc2ccc(F)cc2)c(=O)c2cccnc21	-8%	-12%	0%	16%	-10%	-10%	-2%
Cc1ccc(C)c(N2CCN(c3cc(C)nc4c(-c5ccc(Cl)cc5)c(C)nn34)CC2)c1	-1%	-13%	-3%	10%	-20%	-2%	4%
COc1cccc2cc(-c3nc(-c4cccs4)no3)c(=O)oc12	-1%	6%	0%	11%	-7%	6%	5%
COC(=O)CNC(c1ccccc1)c1cc(Br)ccc1NC(=O)c1cc(OC)c(OC)c(OC)c1 (configuration not stated)	3%	u	0%	4%	17%	3%	1%
O=C(CSc1nc2ccccc2n1CC(=O)Nc1ccc(F)cc1F)Nc1ccc(F)cc1	0%	1%	-1%	0%	-6%	-1%	-3%
Cc1ccc(CN2CCCn3nc(C(=O)NCCc4ccc(Cl)cc4)cc3C2=O)cc1	0%	-8%	-1%	14%	5%	5%	3%
Cc1ccc(OC(=O)c2cc(-c3ccc(Cl)cc3)on2)c(C)c1	3%	-1%	-3%	13%	-2%	0%	-7%
COc1ccc(NC(=O)c2nc(S(=O)(=O)Cc3ccc(C)cc3)ncc2Cl)cc1	-1%	-12%	-2%	3%	u	-21%	-3%
CCc1ccc(NC(=O)CSc2nc3n[nH]c(C)c3c(=N)n2-c2ccccc2C)cc1	3%	-1%	-1%	5%	28%	-3%	-2%
Cn1nnnc1SCCCNCc1ccccc1OCc1ccc(F)cc1	2%	3%	-4%	-10%	-1%	-5%	2%
CCOc1ccccc1NC(=O)c1nn(-c2ccc(C)cc2)c(=O)n(C)c1=O	-8%	5%	0%	-1%	-16%	1%	-1%
CC(Sc1nc2c(c(=O)[nH]1)CCCC2)C(=O)Nc1cc(C(F)(F)F)ccc1Cl (configuration not stated)	-5%	u	-3%	16%	-1%	5%	-12%
Cc1ccc(NS(=O)(=O)c2ccc3c(c2)NC(=O)C(C)C(=O)N3)cc1F (configuration not stated)	-8%	-4%	-3%	8%	-4%	-4%	u
CCOc1ccccc1NC(=O)c1c(NC(=O)Cc2ccccc2)sc2c1CCCC2	1%	-9%	0%	3%	3%	-3%	3%
CCN(CC)S(=O)(=O)c1ccc2c(c1)N(CC(=O)NCc1ccc(F)cc1)C(=O)CO2	2%	-8%	1%	-3%	-14%	-2%	8%
CCOc1cc(CNC(=O)c2ccc3c(c2)NC(=O)C2CCCCN32)cc(OCC)c1OCC (configuration not stated)	3%	-15%	0%	0%	8%	8%	-3%
COc1ccccc1NC(=O)Cn1ccn(-c2cc(C)cc(C)c2)c(=O)c1=O	-2%	-16%	-1%	1%	u	3%	-11%
O=C(Nc1ccc(N2CCOCC2)c(C(=O)O)c1)c1ccc(Br)cc1	-3%	-12%	-1%	89µM*	-2%	-9%	-2%
COc1ccc(CCNC(=O)C(C)n2c(=O)cc(-c3ccccc3)c3c(C)nn(C)c32)cc1OC (configuration not stated)	1%	-3%	0%	-6%	11%	-5%	-1%
COc1cccc(CNC(=O)C2CCN(S(=O)(=O)c3ccc4c(c3)CCCN4C(C)=O)CC2)c1	-1%	-39%	0%	6%	8%	-7%	4%

Complete entries, quoted from the list. Values in the order: PTAP-TSG101 blk | FH mod | B2AR arrestin ag | NTMT1 inh | p53null 39C kill | p53null 32C kill | GALK inh
Cc1ccc(CN2CCCn3nc(C(=O)NCCc4ccc(Cl)cc4)cc3C2=O)cc1 across the screens: 0% | -8% | -1% | 14% | 5% | 5% | 3%
COc1ccc(Cc2nc3c4cnn(-c5cccc(F)c5)c4ncn3n2)cc1 across the screens: -1% | 0% | -1% | 17% | -2% | 6% | 0%
COC(=O)CNC(c1ccccc1)c1cc(Br)ccc1NC(=O)c1cc(OC)c(OC)c(OC)c1 (configuration not stated) across the screens: 3% | u | 0% | 4% | 17% | 3% | 1%

(more compounds)
SMILES	PTAP-TSG101 blk	FH mod	B2AR arrestin ag	NTMT1 inh	p53null 39C kill	p53null 32C kill	GALK inh
COc1ccc(OC)c(CNCc2c(C(=O)O)n(Cc3ccccc3)c3cc(OC)ccc23)c1	3%	-7%	0%	-1%	-24%	-7%	3%
CCc1ccc(-n2nc(C)c3c(C(=O)Nc4cc(C)ccc4C)cc(C)nc32)cc1	0%	1%	1%	-3%	-13%	13%	-1%
Cc1c(Cl)ccc2sc(NC(=O)c3ccc(S(=O)(=O)N4CCCc5ccccc54)cc3)nc12	-1%	3%	0%	-2%	-10%	17%	0%
CC(C)Oc1ccc(CNC(=O)c2ccc(Cn3c(=O)c4cccn4c4cccnc43)cc2)cc1	2%	4%	0%	10%	-23%	7%	u
CCOc1ccc(-c2nc(Cn3c(=O)cc(-c4ccccc4)c4c(C)nn(C)c43)c(C)o2)cc1	0%	2%	0%	6%	-7%	-2%	-1%
O=C(Nc1ccc(Cl)cc1)N1CCN(c2ccc3nnc(-c4ccc(F)cc4)n3n2)CC1	-1%	u	1%	2%	-14%	19%	-1%
CC(=O)Nc1cccc(NC(=O)CSc2nccn2Cc2ccco2)c1	0%	-3%	0%	-2%	14%	0%	-5%
CCn1ccc2cc(S(=O)(=O)N3CCC(C(=O)NCCc4ccccc4)CC3)ccc21	-1%	-16%	0%	11%	5%	5%	3%
COc1cccc(C2CC(=O)Nc3c2c(=O)[nH]c2ncnn32)c1OC (configuration not stated)	-4%	1%	-1%	u	-16%	12%	3%
O=[N+]([O-])c1cc(-c2nc(-c3ccccc3)no2)ccc1NC1CCCCC1	-7%	-1%	1%	-25%	-3%	-9%	1%
N#Cc1cccc(NC(=O)Cn2nc(Cc3ccncc3)c3ccccc3c2=O)c1	-2%	4%	0%	4%	1%	-4%	1%
CCN(CC)CCNC(=O)c1sc2ncccc2c1-n1cccc1	-1%	2%	-1%	7%	-3%	-2%	-1%
Cc1ccc(NC(=O)C2CCCN(c3nnc(C)c4c(C)n(-c5ccccc5)nc34)C2)c(Cl)c1 (configuration not stated)	1%	-7%	-1%	-7%	-14%	-7%	2%
CCOc1ccc(NC(=O)c2cnn(-c3ccc(C)c(Cl)c3)c2C2CCNCC2)cc1	-12%	1%	1%	5%	-4%	1%	3%
O=C(COc1ccc(F)cc1)Nc1cccc(OCc2cc(=O)n3ccccc3n2)c1	0%	-9%	0%	-8%	u	-27%	0%
Cc1c(C)n(Cc2ccc(F)cc2)c2ccc(C(=O)NCc3ccco3)cc12	-1%	-9%	0%	-2%	-1%	7%	1%
Cc1ccccc1Cn1c(=O)n(-c2ccc(Cl)cc2)c(=O)c2c3c(sc21)CCCC3	1%	-5%	5%	-2%	-14%	2%	6%
CSc1ccc(CCNC(=O)c2ccc3c(c2)nc2n3CCOC2)cc1	2%	u	0%	10%	-19%	-12%	0%
CCOC(=O)c1[nH]c2ccccc2c1NC(=O)c1ccc(OC(C)C)cc1	1%	-8%	-1%	-15%	-4%	-11%	-5%
Cc1nc2ccc(S(=O)(=O)N(CC(=O)Nc3cccc(F)c3)Cc3ccccc3)cc2s1	-3%	-15%	1%	7%	11%	-6%	5%
CCOC(=O)c1[nH]c(C)c(CCC(=O)N2CCN(c3cccc(C)c3C)CC2)c1C	-9%	-15%	0%	-6%	12%	20%	-2%
CCOC(=O)c1c(C)oc2nc(C)nc(Nc3cc(C)ccc3OC)c12	-9%	-15%	-1%	14%	7%	-1%	2%
COC(=O)c1c(NC(=O)/C=C/c2ccc(OC)c(OC)c2)sc2c1CCC2	2%	0%	1%	u	-19%	3%	0%
CCOc1ccc(NS(=O)(=O)c2ccc(C(=O)N(C)C)s2)cc1	-4%	2%	6%	15%	-3%	-2%	-1%
C=C(C)CSc1nc2sc3c(c2c(=O)n1-c1ccccc1)CCC(C)C3 (configuration not stated)	-1%	-14%	0%	13%	-18%	-1%	0%

Following part.
SMILES	PTAP-TSG101 blk	FH mod	B2AR arrestin ag	NTMT1 inh	p53null 39C kill	p53null 32C kill	GALK inh
Cc1ccc(N2CCN(C(=O)Cn3ncc4c([nH]c5ccc(C)cc54)c3=O)CC2)c(C)c1	-2%	-3%	0%	8%	-12%	-5%	2%
COC(=O)c1c(NC(=O)c2ccc(S(=O)(=O)N(C)C3CCCCC3)cc2)sc2c1CCN(C)C2	15%	-18%	1%	-5%	10%	0%	-1%
Cc1ccc(-n2c(=O)c3c(c4cc(C)ccc4n3C)n(CC(=O)NCc3ccccc3Cl)c2=O)cc1	-1%	6%	1%	8%	-12%	9%	1%
O=C(Cn1c(=O)n(-c2ccccc2)c(=O)c2ccc(C(=O)NCc3ccc4c(c3)OCO4)cc21)Nc1ccc(Br)cc1F	1%	3%	-2%	u	u	-7%	9%
CC(=O)Nc1ccc(Nc2nnc(-c3ccc(C)c(S(N)(=O)=O)c3)c3ccccc23)cc1	1%	-26%	1%	-16%	2%	6%	0%
Cc1cc(C)c2c(c1)NC(=O)C2(O)c1c[nH]c2ccccc12 (configuration not stated)	1%	-18%	1%	-2%	u	10%	7%
Cc1ccc(N2C(=O)NC(NS(=O)(=O)c3ccc(Cl)cc3)(C(F)(F)F)C2=O)cc1C (configuration not stated)	-6%	0%	0%	9%	5%	-4%	1%
Cc1ccc(C(=O)c2cn(Cc3ccccc3)c3nc(C)ccc3c2=O)cc1	3%	-11%	0%	-3%	-5%	22%	5%
COc1ccccc1NC(c1ccc(Cl)cc1)c1nnc(-c2cccc(F)c2)o1 (configuration not stated)	-7%	-19%	0%	3%	7%	10%	2%
Cc1ccc(CNc2ncnc3c2nnn3C)cc1	0%	-3%	-2%	9%	0%	-9%	2%
COc1ccc(CCNC(=O)c2cnc3sc(N4CCCCC4)nn3c2=O)cc1OC	0%	x	1%	x	-5%	-6%	1%

High-throughput results deposited in PubChem by National Center for Advancing Translational Sciences (NCATS).

An excerpt. The share of hits here may be higher or lower than overall.
